Screens deposited in PubChem BioAssay by several laboratories.
OXTR ag – human OXTR agonists, primary screen, fluorescence, CHO-OTR cells, Fluo-8 calcium; Oxytocin receptor (Homo sapiens), P30559; Fluo-8 calcium fluorescence; normalized: DMSO 0%, oxytocin 100%; activation, % at 3 µM; 0.32% of 320,000 active;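 active = activation above the mean of all tested compounds plus 3 SD, cutoff set per screening run, cut at about 20% in these data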;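 also: peak over basal fluorescence ratio from a 100 s FLIPR kinetic read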
Target sequence (P30559 whole entry, looked up): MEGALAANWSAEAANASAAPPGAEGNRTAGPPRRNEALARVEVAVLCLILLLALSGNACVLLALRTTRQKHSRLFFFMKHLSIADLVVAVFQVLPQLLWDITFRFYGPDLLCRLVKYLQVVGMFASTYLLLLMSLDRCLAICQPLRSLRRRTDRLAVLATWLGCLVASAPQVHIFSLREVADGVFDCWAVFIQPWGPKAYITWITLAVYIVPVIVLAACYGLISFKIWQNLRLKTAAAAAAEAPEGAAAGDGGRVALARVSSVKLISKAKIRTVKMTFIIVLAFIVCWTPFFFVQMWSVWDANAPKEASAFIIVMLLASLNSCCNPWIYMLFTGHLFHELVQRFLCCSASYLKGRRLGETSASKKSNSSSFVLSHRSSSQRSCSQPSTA
DNA FID counter – compounds displacing fluorescent DNA intercalator, primary screen, artefact control for HCV NS3 helicase inhibitor project, biochemical, FID fluorescence | DNA fluorescent intercalator displacement | inhibition, % at 7.9 µM | 0.17% of 290,000 active; in the data active = inhibition above about 37%;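 also: 0% = vehicle and 100% = reference compound; higher means more ethidium bromide displaced from hairpin DNA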
GalR3 antagonist – GalR3 antagonists in HEK293 cells, primary screen, cell-based, fluorescence readout; inhibition, % at 3 µM; 0.44% of 360,000 active; Galanin receptor type 3 (Homo sapiens), O60755; HEK293 GalR3-CNG cAMP membrane potential fluorescence; galR3 body fused to GalR1 C-terminus;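 active = inhibition above the screen-wide average plus 3 SD, cut at about 13% in these data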;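 also: forskolin and galanin both at EC90 stimulate the cells; cAMP rise reported by CNG channel membrane potential dye signal; 0% = forskolin plus galanin with DMSO and 100% = forskolin alone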
Target sequence (O60755 1-299 limits assumed): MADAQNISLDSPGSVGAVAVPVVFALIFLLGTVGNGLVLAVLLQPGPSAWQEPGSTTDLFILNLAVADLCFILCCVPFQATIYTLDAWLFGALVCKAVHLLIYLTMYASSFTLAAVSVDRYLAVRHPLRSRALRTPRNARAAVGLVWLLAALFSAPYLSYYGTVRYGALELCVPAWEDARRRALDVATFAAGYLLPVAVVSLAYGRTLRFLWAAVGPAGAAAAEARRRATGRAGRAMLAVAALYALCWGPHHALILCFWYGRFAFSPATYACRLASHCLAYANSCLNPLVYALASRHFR
IMP-1 inh – IMP-1 metallo-beta-lactamase inhibitors, primary screen, biochemical, epi-absorbance readout, Pseudomonas aeruginosa enzyme; metallo-beta-lactamase IMP-1 (Pseudomonas aeruginosa); inhibition, % at 5.6 µM; 0.45% of 290,000 active; AID 1556, 2009; purified IMP-1, nitrocefin hydrolysis, epi-absorbance fluorescence;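 active = inhibition above the mean plus 3 SD of all compounds in the same screening run, cut at about 4.5% in these data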;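 also: 0% = IMP-1 with DMSO and 100% = DMSO wells lacking enzyme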
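System: Purified recombinant IMP-1 metallo-beta-lactamase enzyme | Measured by: Fluorescence quenching readout, ex 480/em 530 nm | Replication: Singlicate | Incubation: 15 min preincubation plus 25 min reaction at 25 °C | Evaluation: Percent inhibition from optical density relative to buffer-blank wells | Benchmarks: DMSO with and without IMP-1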
HCV NS3 hel inh – inhibitors of HCV NS3 helicase, primary screen, biochemical, Cy5 molecular beacon fluorescence | Hepatitis C virus NS3 helicase | NS3 helicase DNA unwinding | inhibition, % at 10.9 µM | 0.56% of 290,000 active;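 active = inhibition above the mean of all tested compounds plus 3 SD, set per campaign, cut at about 35% in these data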;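 also: 0% = DMSO wells and 100% = thioflavine S control wells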
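Control set: DMSO versus 110 µM thioflavine S; Material: NS3 helicase fragment of HCV; Measured by: Cy5 fluorescence at 0 and 60 min, beacon hairpin quenching; Read-out basis: percent inhibition from t60/t0 fluorescence ratio; Times: reaction time 60 min, 25 °C; Repeats: single replicate; Compound dosing: single dose, 10.9 µM nominal final, DMSO 0.8% final.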
GPR7 antagonist – GPR7 receptor antagonists, primary screen, cell-based, fluorescence, single concentration; GPR7-expressing cells, fluorescence antagonist assay; inhibition, % at 4.4 µM; 1.1% of 290,000 active; in the data active = inhibition above about 16%, passing the limit was not always enough;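 also: cells stimulated with the agonist NPW; 0% = agonist with vehicle and 100% = vehicle without agonist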
PHOSPHO1 block – PubChem AID 1565; Phosphoethanolamine/phosphocholine phosphatase (Homo sapiens), Q8TCT1; recombinant PHOSPHO1, absorbance phosphatase assay; inhibition, % at 13.3 µM; 1.1% of 290,000 active; in the data active = inhibition above about 60%
Target sequence (Q8TCT1 whole entry, looked up): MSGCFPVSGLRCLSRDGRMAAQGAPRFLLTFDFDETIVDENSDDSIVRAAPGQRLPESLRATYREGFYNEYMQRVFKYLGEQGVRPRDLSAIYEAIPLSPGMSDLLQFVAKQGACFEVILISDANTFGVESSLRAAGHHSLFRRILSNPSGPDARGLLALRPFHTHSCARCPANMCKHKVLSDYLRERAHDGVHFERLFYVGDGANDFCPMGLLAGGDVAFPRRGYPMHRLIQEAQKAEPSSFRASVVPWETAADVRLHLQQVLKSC
V1aR counter – agonists of human V1a receptor, primary screen, counter-screen for OXTR agonist project, fluorescence, CHO-V1R cells; Vasopressin V1a receptor (Homo sapiens), P37288; Fluo-8 calcium fluorescence, agonist mode; 0% DMSO, 100% 3 nM vasopressin; activation, % at 3 µM; 0.25% of 320,000 active; AID 2797, 2010;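 active = activation above the mean activation of all tested compounds plus 3 SD, per screening run, cut at about 20% in these data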;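 also: signal is peak over basal fluorescence ratio across a 100 second FLIPR read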
VIM-2 inhibitor – VIM-2 metallo-beta-lactamase inhibitors, primary screen, biochemical, epi-absorbance readout, Pseudomonas aeruginosa enzyme; purified VIM-2, nitrocefin hydrolysis, epi-absorbance fluorescence; AID 1527, 2009; 0.89% of 290,000 active; inhibition, % at 5.6 µM;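 active = inhibition above the mean of all tested compounds plus 3 SD, cutoff set per screening run, cut at about 7.5% in these data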;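 also: red hydrolysis product quenches plate fluorescence so inhibitors raise well fluorescence; 0% = enzyme with DMSO and 100% = DMSO without enzyme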
* marks the source's active call; other numbers are inactive results; . = not tested or not shown.

Structure	OXTR ag	DNA FID counter	GalR3 antagonist	IMP-1 inh	HCV NS3 hel inh	GPR7 antagonist	PHOSPHO1 block	V1aR counter	VIM-2 inhibitor
CCOP(=O)(Cc1ccc(C(C)(C)CC(C)=O)o1)OCC	-0.1	-12	-5	-1.4	6	-7	16	1.0	-0.4
COCCCNC(=S)N(Cc1ccccc1)Cc1nc2ccccc2c(=O)[nH]1	-0.7	-19	-4	-0.9	-5	3	1	2.0	-2.4
CC(C)C(=O)NNS(=O)(=O)c1ccccc1	0.9	-1	-2	-2.2	10	-14	-5	1.2	-1.9
COCCCNC(=O)CN1C(=O)COc2ccc(S(=O)(=O)N3CCCCCC3)cc21	0.0	-17	0	-0.9	1	-10	55	0.5	-1.6
CC1CCCN(S(=O)(=O)c2ccc(Br)s2)C1 (stereo not given)	-2.8	-1	-5	-1.1	-4	0	-7	-2.0	-2.2
CCOC(=O)N1CCN(c2c(N3CCN(c4ccccn4)CC3)c(=O)c2=O)CC1	-0.3	-16	4	-0.3	-1	-6	10	-0.5	0.5
NS(=O)(=O)c1ccc(NC(=S)N2CCN(c3ccccc3Cl)CC2)cc1	-0.4	-2	-12	-3.6	1	-13	7	0.3	-2.9
c1ccc(SCCOCCn2cncn2)cc1	0.3	2	2	-2.1	1	-11	4	0.7	-1.4
O=C(COC(=O)/C=C/c1ccc(F)cc1)Nc1cc(C(F)(F)F)ccc1N1CCOCC1	-1.1	-3	-6	-3.0	7	-3	2	1.1	-6.2
Brc1cc2c(cc1COc1ccc(-c3nn[nH]n3)cc1)OCO2	3.8	-28	-4	-3.8	6	0	-4	1.1	-1.2
COCCCNC(=O)Cn1cc(/C=C(\C#N)C(=O)NC2CC2)c2ccccc21	2.6	-11	-10	-3.5	5	-17	40	0.3	-2.0
CN(C)c1ccc(C(=O)c2ccc(N(C)C)c(N)c2)cc1N	-0.7	-13	-3	-0.3	-1	-3	2	0.5	2.4
NS(=O)(=O)c1ccc(CCNC(=O)CN2CCN(Cc3cccc4ccccc34)CC2)cc1	4.1	-4	-10	-3.4	-2	-3	32	4.0	-3.2
COCCCN(Cc1cccs1)S(=O)(=O)c1c[nH]c(C(=O)OC)c1	0.8	-14	-1	-0.5	-1	-6	27	1.8	-0.6
CC1=NN(c2cccc(C(=O)O)c2)C(=O)/C1=C\C=C/c1ccccc1	.	-19	6	-2.2	28	-1	-5	.	-1.2
CC1CCCN(C(=O)CCS(=O)(=O)c2ccc3c(c2)NC(=O)C(C)S3)C1 (stereo not given)	5.5	-42	.	-1.1	44*	-8	22	8.6	-0.7
N/C(Cc1ccc(Cl)cc1)=N\OC(=O)c1cccc2ccccc12	-0.5	0	-10	0.2	-12	-7	10	0.8	1.1
C(=N\NC(=Nc1ccccc1)c1ccccn1)/c1ccccn1	-0.4	0	0	-2.3	-5	-13	-1	0.5	-2.8
Cc1cc(=O)n2nc(N3CCCC(C(=O)NCc4ccc5c(c4)OCO5)C3)sc2n1 (stereo not given)	-0.4	-9	-4	-1.7	-3	-8	20	-0.5	-1.8
CCOC(=O)C1CCN(S(=O)(=O)c2cc(C(=O)OC)n(C)c2)CC1	1.5	-16	4	-0.6	2	-3	10	2.4	-1.9

13 entries from above, with two lines to a compound.
Order of values: OXTR ag, DNA FID counter, GalR3 antagonist, IMP-1 inh, HCV NS3 hel inh, GPR7 antagonist, PHOSPHO1 block, V1aR counter, VIM-2 inhibitor
COCCCNC(=S)N(Cc1ccccc1)Cc1nc2ccccc2c(=O)[nH]1
  -0.7, -19, -4, -0.9, -5, 3, 1, 2.0, -2.4
CC(C)C(=O)NNS(=O)(=O)c1ccccc1
  0.9, -1, -2, -2.2, 10, -14, -5, 1.2, -1.9
COCCCNC(=O)CN1C(=O)COc2ccc(S(=O)(=O)N3CCCCCC3)cc21
  0.0, -17, 0, -0.9, 1, -10, 55, 0.5, -1.6
CC1CCCN(S(=O)(=O)c2ccc(Br)s2)C1 (stereo not given)
  -2.8, -1, -5, -1.1, -4, 0, -7, -2.0, -2.2
CCOC(=O)N1CCN(c2c(N3CCN(c4ccccn4)CC3)c(=O)c2=O)CC1
  -0.3, -16, 4, -0.3, -1, -6, 10, -0.5, 0.5
NS(=O)(=O)c1ccc(NC(=S)N2CCN(c3ccccc3Cl)CC2)cc1
  -0.4, -2, -12, -3.6, 1, -13, 7, 0.3, -2.9
c1ccc(SCCOCCn2cncn2)cc1
  0.3, 2, 2, -2.1, 1, -11, 4, 0.7, -1.4
O=C(COC(=O)/C=C/c1ccc(F)cc1)Nc1cc(C(F)(F)F)ccc1N1CCOCC1
  -1.1, -3, -6, -3.0, 7, -3, 2, 1.1, -6.2
Brc1cc2c(cc1COc1ccc(-c3nn[nH]n3)cc1)OCO2
  3.8, -28, -4, -3.8, 6, 0, -4, 1.1, -1.2
COCCCNC(=O)Cn1cc(/C=C(\C#N)C(=O)NC2CC2)c2ccccc21
  2.6, -11, -10, -3.5, 5, -17, 40, 0.3, -2.0
CN(C)c1ccc(C(=O)c2ccc(N(C)C)c(N)c2)cc1N
  -0.7, -13, -3, -0.3, -1, -3, 2, 0.5, 2.4
NS(=O)(=O)c1ccc(CCNC(=O)CN2CCN(Cc3cccc4ccccc34)CC2)cc1
  4.1, -4, -10, -3.4, -2, -3, 32, 4.0, -3.2
COCCCN(Cc1cccs1)S(=O)(=O)c1c[nH]c(C(=O)OC)c1
  0.8, -14, -1, -0.5, -1, -6, 27, 1.8, -0.6

Remaining list, next part:
Structure	OXTR ag	DNA FID counter	GalR3 antagonist	IMP-1 inh	HCV NS3 hel inh	GPR7 antagonist	PHOSPHO1 block	V1aR counter	VIM-2 inhibitor
COC(=O)c1ccc(Cl)c(NS(=O)(=O)c2ccc3c(c2)OCCO3)c1	0.0	-12	-5	-3.7	-6	3	-8	0.9	-0.2
NC(=O)c1c(NC(=O)c2cnccn2)sc2c1CCCC2	-3.0	-2	-4	-1.4	-14	-8	-114	-1.2	-2.5
Nc1ccc(-c2nc3ccc(N)cc3s2)cc1	-2.2	-8	-8	-0.5	1	-4	15	-1.0	2.9
CCN(CC)C(=O)Nc1cnc2ccccc2c1	-0.3	1	-1	-2.9	13	1	-5	0.4	0.0
C[C@@H](C(=O)OCn1nnc2ccccc2c1=O)N1C(=O)C2CCCCC2C1=O (stereo not given in full)	0.6	-3	-3	-2.2	-3	-4	28	0.4	-1.6
COC(=O)c1ccc(-c2ccc(F)cc2)nc1C	-1.8	0	-6	-1.3	-6	0	-11	-1.4	-0.7
COc1ccc(C(=O)C(c2ccccc2)N2CCOCC2)cc1 (stereo not given)	0.7	-8	-1	-0.5	1	5	20	0.8	-0.3
CC(=O)NCCC(=O)N1CCc2c([nH]c3ccccc23)C1c1cccc(C)c1 (stereo not given)	1.1	-18	-7	0.2	4	5	50	2.1	-1.9
S=C(NCc1ccccn1)Nc1ccc(Cl)c(Cl)c1	6.9	4	0	-1.7	-10	20	31	6.1	-0.1
Cn1c(=O)c2c(ncn2CC(=O)N/N=C/c2ccco2)n(C)c1=O	0.5	-1	-10	-0.3	6	5	-6	0.2	-1.6
CNc1ccc(Br)cc(C(=O)/C=C/c2ccc(OC)cc2OC)c1=O	5.7	-19	0	0.1	33	-7	-10	2.6	-1.9
Cc1ccc(-n2c(O)c(/C=C3/C(c4ccccc4)=Nc4ccccc43)c(=O)[nH]c2=O)cc1	2.1	1	1	-2.1	11	13	-75	2.9	1.5
Cc1ccc(NC(=O)C2=C(O)c3ccccc3N(C)S2(=O)=O)cc1	-2.1	1	5	-1.3	0	12	-19	-0.3	0.5
Cc1cc(C)n(-c2nnc3c4ccccc4n(C)c3n2)n1	-0.8	-12	2	-3.2	7	-16	36	-1.2	1.3
COc1ccc(NC(=S)N/N=C2\CC(C)(C)Oc3ccc(O)cc32)cc1	-1.7	5	-4	-0.2	9	9	1	0.3	-0.7
CC1(C)CC(=O)c2c(O)cc(OCC(=O)NCCc3ccc(S(N)(=O)=O)cc3)cc2O1	0.2	-28	-7	0.1	-5	-11	-148	0.1	-3.8
COc1ccccc1-c1ccc(SCC(=O)NC2CCCCC2)nn1	-0.6	-39	2	0.2	-6	8	-23	-0.3	-0.6
CN(CC(=O)NCc1ccc(Cl)cc1)S(=O)(=O)c1cccc2nsnc12	-0.8	-11	-2	0.6	5	-8	18	0.0	-0.5
COc1ccc(C(=O)Nc2ccnn2C2CCN(Cc3ccncc3)CC2)cc1	-0.1	-9	-3	-1.1	1	-19	41	-1.0	-2.3
CCCCn1c(=O)n(CC(=O)Nc2c(CC)cccc2CC)c(=O)c2c1nc(CO)n2CCC	-1.0	-14	4	-2.7	3	-11	-10	-0.6	-2.3
COC(=O)[C@H](C)NC(=O)Nc1ccc(OC(F)(F)F)cc1	-0.1	-3	-3	-3.4	10	-11	-19	0.9	-3.7
COc1cccc(NC(=O)CSc2ccc(-c3ccco3)nn2)c1	-0.2	-20	-1	-2.6	22	-8	51	2.4	-3.3
CCOc1ccc(S(=O)(=O)N(C)CCO)cc1-c1nc2c(C(C)(C)C)nn(C)c2c(=O)[nH]1	5.2	-33	1	-3.2	-10	3	6	4.1	-0.6
CCOC(=O)CC(NS(=O)(=O)c1ccc2[nH]c(=O)sc2c1)c1ccc(C)cc1 (stereo not given)	1.5	-12	-14	-0.9	0	7	5	1.5	0.7
